# SMARCA2 activ: SMARCA2 function activation, primary screen | MG213 cells, MMTV-luciferase reporter, dexamethasone, overnight | AID 652017 | activation, % at 9.1 µM | 370,000 compounds, 1% hits; in the data active = activation above about 7.8%;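 note: 0% = vehicle wells and 100% = reference activator wells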
# DAX1 inh-1: inhibitors of DAX1 repression of SF-1 activated StAR promoter; HEK293T StAR-luciferase reporter, SF-1/DAX-1 repression relief; inhibition, % at 6.8 µM; 370,000 compounds, 1.1% hits; AID 652010;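 active = inhibition above the mean over all tested compounds plus 3 SD, cut at about 3.6% in these data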;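 note: 0% = DAX-1 cells with DMSO and 100% = cells lacking DAX-1 with DMSO; higher inhibition means more luminescence from relief of DAX-1 repression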
# GC-B act: GC-B (human) receptor activation; P20594; HEK293-GC-B cells, CNP EC30, cGMP TR-FRET; 0% at EC30 CNP, 100% saturating CNP; activation, % at 10 µM; 370,000 compounds, 0.11% hits;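 active = activation at 10 µM reaching about 35% in either raw or pattern-adjusted values, limit read from the data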
# Target sequence (P20594 whole entry, looked up): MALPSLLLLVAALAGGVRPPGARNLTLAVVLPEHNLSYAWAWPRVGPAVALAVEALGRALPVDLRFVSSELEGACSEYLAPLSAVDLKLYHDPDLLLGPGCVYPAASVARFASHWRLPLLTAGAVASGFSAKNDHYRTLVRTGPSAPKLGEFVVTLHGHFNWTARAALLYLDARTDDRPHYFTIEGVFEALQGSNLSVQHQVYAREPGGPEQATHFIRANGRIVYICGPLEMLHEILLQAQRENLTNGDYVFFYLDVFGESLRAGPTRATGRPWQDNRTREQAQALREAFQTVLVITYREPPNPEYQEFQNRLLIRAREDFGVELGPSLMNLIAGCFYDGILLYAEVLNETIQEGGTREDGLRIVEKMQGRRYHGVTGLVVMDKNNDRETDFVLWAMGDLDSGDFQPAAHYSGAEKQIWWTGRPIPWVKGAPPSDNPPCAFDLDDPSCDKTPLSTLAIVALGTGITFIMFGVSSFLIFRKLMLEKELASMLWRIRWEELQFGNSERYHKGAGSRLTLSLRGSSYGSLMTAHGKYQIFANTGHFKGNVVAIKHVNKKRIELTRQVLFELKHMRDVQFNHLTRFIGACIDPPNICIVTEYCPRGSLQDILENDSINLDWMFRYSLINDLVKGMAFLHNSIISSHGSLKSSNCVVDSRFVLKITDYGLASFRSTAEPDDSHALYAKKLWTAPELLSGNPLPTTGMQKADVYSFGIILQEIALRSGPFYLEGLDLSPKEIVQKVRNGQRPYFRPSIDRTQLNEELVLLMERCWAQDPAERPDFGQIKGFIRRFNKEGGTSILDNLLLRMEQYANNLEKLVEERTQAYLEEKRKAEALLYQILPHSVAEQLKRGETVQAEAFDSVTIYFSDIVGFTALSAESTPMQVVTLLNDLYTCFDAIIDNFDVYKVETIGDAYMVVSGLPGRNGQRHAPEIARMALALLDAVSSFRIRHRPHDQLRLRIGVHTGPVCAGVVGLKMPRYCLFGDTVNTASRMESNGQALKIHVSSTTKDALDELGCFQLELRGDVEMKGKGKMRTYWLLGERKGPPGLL
# hcDAF12 agonist: activates DAF-12 receptor from parasite H. contortus | activation, % at 6.8 µM | HEK293 hcDAF-12 lit1-tk-luc reporter, luminescence; 0% DMSO, 100% Δ7-dafachronic acid | 370,000 compounds, 1.4% hits;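 active = activation above the mean of all tested compounds plus 3 SD, cut at about 5.5% in these data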;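 note: 100% = response to 3 µM Δ7-dafachronic acid high control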
# GAA850 FXN act: increases GAA850 frataxin promoter reporter activity | activation, % at 6 µM | 360,000 compounds, 0.56% hits | HEK293 lucGAA850 FXN promoter luciferase reporter, 24 h; percent of 10 µM SAHA response;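 active = activation above the average of all compounds screened plus 3 SD, cutoff fixed separately per campaign, cut at about 7.5% in these data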;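 note: 0% = DMSO wells and 100% = 10 µM SAHA wells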
# HGIII-sPLA2 inh: Blocks human group III sPLA2 activity. QFRET BODIPY PC-A2 liposome hydrolysis, fluorescence. Q9NZ20. 370,000 compounds, 0.56% hits. inhibition, % at 12.2 µM. AID 743126;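 active = inhibition above mean plus 3 SD of compounds lying within the high and low control bounds, cut at about 19% in these data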;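 note: 0% = median of test compound wells and 100% = no enzyme DMSO wells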
# DAX1 inh-2: NR0B1 (DAX1) inhibition; HEK293 Gal4-DAX1 luciferase reporter, luminescence; 340,000 compounds, 0.99% hits; P51843; inhibition, % at 6.75 µM; AID 504766;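 active = inhibition above the mean over all tested compounds plus 3 SD, cut at about 4.2% in these data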;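 note: 0% = DAX1-transfected cells with DMSO and 100% = empty-vector control cells with DMSO; inhibition shows as a rise in luminescence from relieved DAX1 repression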
# GC-A act: GC-A (human) enzyme activation. P16066. HEK293 GC-A cells, cGMP TR-FRET, EC30 ANP; 0% at EC30 ANP, 100% saturating ANP. activation, % at 10 µM. 370,000 compounds, 0.14% hits; in the data active = activation above about 40%
# ADAM10 inh: inhibitors of human ADAM10. inhibition, % at 7 µM. O14672. AID 720582. recombinant ADAM10, EDANS/DABCYL FRET peptide cleavage, 3 h. 370,000 compounds, 0.62% hits;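 active = inhibition above a per-campaign cutoff equal to the mean of compounds falling between control-based bounds plus 3 SD, cut at about 20% in these data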;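 note: 0% = DMSO wells while the 100% control is not disclosed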
# hgDAF12 agonist: agonists of H. glycines DAF-12 nuclear receptor. HEK293 GAL4-hgDAF12 UAS-luciferase reporter, agonist luminescence; normalized to butyrate control. activation, % at 6.8 µM. 370,000 compounds, 1.8% hits. AID 687014;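 active = activation above a cutoff set at the mean of all screened compounds plus 3 SD, cut at about 10% in these data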;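 note: 0% = DMSO wells and 100% = sodium butyrate wells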
# ssDAF-12 act: activates DAF-12 receptor from parasite S. stercoralis. HEK293 ssDAF-12/GRIP1 lit1-tk-luc reporter, luminescence; % of 3 µM dafachronic acid response. AID 652126. activation, % at 6.8 µM. 370,000 compounds, 1% hits;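 active = activation above the mean over all tested compounds plus 3 SD, cut at about 0.9% in these data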;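 note: 0% = DMSO-only wells and 100% = 3 µM delta7-dafachronic acid wells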
# Numbers without * were called inactive; / = no result given.
SMILES,SMARCA2 activ,DAX1 inh-1,GC-B act,hcDAF12 agonist,GAA850 FXN act,HGIII-sPLA2 inh,DAX1 inh-2,GC-A act,ADAM10 inh,hgDAF12 agonist,ssDAF-12 act
C[C@H](NC(=O)C1CCN(S(=O)(=O)c2ccccc2)CC1)C(=O)NCc1cccc(C(F)(F)F)c1,-2,-2.1,-4,-1.9,-0.6,-2,0.4,2,-1,-3.3,-1.7
CC(C)[C@@H]1Cc2[nH][nH]c(=O)c2[C@H](CCc2ccccc2)O1,-3,0.8,-3,1.8,/,-33,/,-1,5,-3.5,0.0
COc1ccc(N(C(=O)CNC(=O)c2cccs2)C(C(=O)NCC2CCCO2)c2ccccc2)cc1OC (centres undefined),-3,0.5,4,-0.6,0.9,2,1.3,0,4,-2.0,0.0
COc1ccc(CC(=O)NNS(=O)(=O)c2ccc(F)cc2)cc1,-3,-0.4,1,-1.5,-1.3,-1,0.8,6,-6,-0.4,-1.1
COc1ccccc1NS(=O)(=O)c1ccc(O)c(C(N)=O)c1,-1,-0.3,1,-1.1,0.0,2,3.6,-1,-34,0.5,-1.3
Cn1c(C(=O)N2CCCC(C(=O)c3ccc(C(F)(F)F)cc3)C2)cc(=O)n(C)c1=O (centres undefined),1,-0.4,0,-2.1,0.3,4,-0.7,0,-4,0.0,-0.8
c1ccc(CCNc2ncnc3ccccc23)cc1,1,-1.3,6,-2.4,-3.9,-1,-4.8,3,-1,0.1,-2.5
CSCCC(NC(=O)c1cccc([N+](=O)[O-])c1)c1nc2ccccc2[nH]1 (centres undefined),0,-0.6,4,-0.3,-2.5,4,-1.3,0,0,0.4,-0.8
O=C(CCNS(=O)(=O)c1ccccc1C(F)(F)F)NNC(=O)c1csc(N2CCOCC2)n1,-1,-0.3,-1,-1.0,3.1,5,0.0,3,-7,-1.6,-0.9
CCC1Sc2ccc(S(=O)(=O)CCC(=O)Nc3ccc(NC(C)=O)cc3)cc2NC1=O (centres undefined),0,0.0,1,-0.7,-0.3,-2,0.8,4,-4,-3.2,-0.8
COCc1c(C(=O)Nc2ccc(Cl)cc2F)oc2ccccc12,2,0.2,-1,4.8,6.3,-2,3.7,-1,2,3.2,-1.2
COc1cc(CNC(=O)c2nc(Cn3nc(C)c(Br)c3C)no2)cc(OC)c1,-3,-0.6,-6,-2.4,-1.9,-26,-0.7,-13,3,0.2,-2.2
Cc1c(C(=O)Nc2ccccc2F)cnn1-c1ccccc1,4,2.7,-4,1.0,2.5,1,1.0,2,-1,14*,-0.2
CCOC(=O)[C@]12CCCC=C1N(CCCOC)C(=O)[C@@H]2CC(=O)N1CCOCC1,-3,-0.5,-2,-0.7,/,5,/,3,0,0.5,-1.0
O=C(C1CC(=O)N(c2ccccc2)C1)N1CCN(c2ccc(F)cc2)CC1 (centres undefined),3,-0.5,2,-1.0,-0.9,-2,0.8,3,-7,-1.7,-1.1
Cc1cc(C(=O)NCCC(C)C)c2ccccc2n1,3,-0.2,4,-0.2,-0.4,1,3.1,6,-6,2.2,-1.1
Cn1cnc2ncnc(Oc3ccc(Br)cc3)c21,3,0.1,4,-0.9,-1.4,3,1.5,5,-1,-0.8,-1.2
CN(C)C(=O)CCc1ccc2c3c([nH]c2c1)[C@]1(C)[C@@H](C(=O)N2CCCCC2)C[C@H](CC(=O)NC(C)(C)C)C(=O)N1CC3,-3,-1.1,0,-0.3,0.3,-1,-0.8,-2,-2,0.3,-0.6
Cc1nn(CCC(=O)NCc2ccc(OC(C)C)cc2)c(=O)c2nn(-c3ccccc3)c(C)c12,-3,0.4,-5,-2.1,-0.9,5,-0.4,-3,-4,-2.2,-1.9
Fc1ccc(C2CCCN2Cc2nc(CC3CC3)no2)cc1 (centres undefined),-5,-0.1,-1,-2.1,1.5,7,1.5,5,6,-4.1,-0.5
O=C(NC(=S)Nc1nc2c(ccc3ccccc32)s1)c1cccs1,-4,-0.7,-4,9.0*,0.8,0,1.2,4,0,6.1,0.0
CCCSc1nnc(Nc2ccccc2C)s1,3,1.2,-5,1.4,1.6,-8,0.8,3,3,7.2,-0.3
COc1cc(NC(=S)NCc2cccnc2)cc(OC)c1OC,0,-0.1,3,-1.7,0.3,2,-1.1,1,-10,0.9,-1.5
Nc1nnc(CC(=O)N/N=C/c2cccc(OCCOc3ccccc3)c2)s1,2,1.5,7,3.0,0.1,-27,-1.3,2,-4,4.3,-1.0
COC(=O)c1cc(-c2cc3ccccc3o2)c(=O)n2c1CCC2,-2,0.3,-3,1.9,/,6,/,7,-422,3.8,-0.1
Cc1cc(C)nc(N(C#N)CC(=O)c2ccccc2)n1,0,0.2,-1,-0.6,-3.0,5,0.5,-5,6,2.5,-1.8
CN(C)CCCNc1nc2cc(-c3cccc(Cl)c3)sc2c(=O)n1C,5,-0.4,-10,0.1,-0.8,-10,/,1,-43,1.1,-1.2
O=C(CCNc1n[nH]c(=O)[nH]c1=O)N/N=C/c1ccccc1Br,-1,-0.4,-4,-1.3,1.5,1,-0.2,-6,4,4.2,-1.4
CC(=O)N1CCN(C(=S)NCCc2ccccc2)CC1,2,0.2,3,-1.8,-0.3,1,2.7,4,3,0.6,-0.8
COC(=O)Nc1nc(Sc2ncc(C(F)(F)F)cc2Cl)n[nH]1,-1,-0.2,4,0.7,-0.3,-4,0.8,3,6,1.2,-0.5

# The list goes on; the last 3 above are carried over.
SMILES,SMARCA2 activ,DAX1 inh-1,GC-B act,hcDAF12 agonist,GAA850 FXN act,HGIII-sPLA2 inh,DAX1 inh-2,GC-A act,ADAM10 inh,hgDAF12 agonist,ssDAF-12 act
O=C(CCNc1n[nH]c(=O)[nH]c1=O)N/N=C/c1ccccc1Br,-1,-0.4,-4,-1.3,1.5,1,-0.2,-6,4,4.2,-1.4
CC(=O)N1CCN(C(=S)NCCc2ccccc2)CC1,2,0.2,3,-1.8,-0.3,1,2.7,4,3,0.6,-0.8
COC(=O)Nc1nc(Sc2ncc(C(F)(F)F)cc2Cl)n[nH]1,-1,-0.2,4,0.7,-0.3,-4,0.8,3,6,1.2,-0.5
COc1ccc(/C=N/Nc2cc(N3CCOCC3)ncn2)c(OC)c1,1,0.0,-5,-1.5,5.1,-4,-1.2,0,-6,-0.2,-1.5
CO/N=C(\CCC(=O)O)c1cccs1,-1,0.7,-4,-1.1,0.3,2,1.0,2,10,11*,-1.5
O=C(c1cc2ccccc2oc1=O)N(Cc1ccccc1)Cc1ccc2c(c1)OCO2,-6,-0.5,-8,-2.0,0.6,1,-2.7,-9,1,-2.9,-1.3
COC(=O)CSc1nc2nc(-c3cccs3)cc(C(F)(F)F)c2c(=O)[nH]1,-3,-0.1,4,0.6,0.7,5,0.0,5,-124,-0.2,-0.9
O=C(CSc1c(Cl)cccc1Cl)NC1CCCc2ccccc21 (centres undefined),-3,1.1,-6,-1.0,-1.6,4,1.4,-1,6,-0.1,-0.6
CC(=O)Nc1cc(C(=O)N2CCN(C)CC2)ccc1S(=O)(=O)c1ccc(C)cc1,3,0.3,-5,-0.2,3.5,0,1.0,2,-5,0.2,-1.7
O=C(Nc1ccc2c(c1)OCO2)C1CCCCN1S(=O)(=O)c1ccc(F)cc1 (centres undefined),-3,-0.1,1,3.1,1.0,1,-0.9,0,-9,0.4,-1.1
COCCNc1nc(NCc2ccc(NC(C)=O)cc2)c2sc(-c3ccccc3)cc2n1,-4,-0.5,-5,-0.9,4.1,-17,/,21,-98,-0.9,-0.3
O=C(COC(=O)CCS(=O)(=O)c1ccc(Cl)cc1)NCCc1ccc(Cl)cc1Cl,-3,0.1,-4,2.8,-0.2,1,0.9,-1,4,-0.5,-0.3
O=C(Cc1cccs1)Nc1nnc(Cc2ccc(F)cc2)s1,-3,-1.3,0,0.2,/,-14,/,2,-2,-2.5,-1.9
COC(=O)C[C@@H]1CC[C@@H]2[C@@H](COc3ccc(NC(=O)Nc4ccccc4)cc3C(=O)N2C)O1,-1,-0.9,4,-1.2,/,-5,/,-1,4,-3.9,-0.6
Cc1ccc(OCCSc2nc3ccccc3n2CCC(=O)O)c(C(C)C)c1,1,0.8,-4,-0.5,0.2,2,-0.1,1,-12,3.6,-0.8
CCc1ccc2cc(F)cc(F)c2n1,1,0.5,-5,-0.3,/,6,/,-3,-1,-1.1,-0.7
CCC(=O)N1c2ccc(S(=O)(=O)CCC(=O)Nc3ccc(OC)cc3OC)cc2CC1C (centres undefined),-1,0.0,-3,1.0,-0.3,6,0.0,-2,-8,-0.3,-1.3
Cc1ccc(C(C)C)c(OCC(O)CN(C)Cc2ccccc2)c1 (centres undefined),-2,-0.2,-3,-0.3,0.7,-3,1.1,-20,5,3.8,-1.1

# Entries listed so far that bear a hit mark in hcDAF12 agonist:
SMILES,SMARCA2 activ,DAX1 inh-1,GC-B act,hcDAF12 agonist,HGIII-sPLA2 inh,DAX1 inh-2,GC-A act,ADAM10 inh,ssDAF-12 act
O=C(NC(=S)Nc1nc2c(ccc3ccccc32)s1)c1cccs1,-4,-0.7,-4,9.0*,0,1.2,4,0,0.0

# (continued)
SMILES,SMARCA2 activ,DAX1 inh-1,GC-B act,hcDAF12 agonist,GAA850 FXN act,HGIII-sPLA2 inh,DAX1 inh-2,GC-A act,ADAM10 inh,hgDAF12 agonist,ssDAF-12 act
COc1ccc(-c2csc(N3CCN(c4cc5c(cc4Cl)nc(-c4ccncc4)n5CCOCCO)CC3)n2)cc1,-1,-1.1,7,-3.5,-1.1,-1,-0.9,0,-85,-4.3,-1.3
CO/N=C(\C(=O)O)c1csc(NN=C(C)C)n1,-3,0.3,5,-0.6,2.2,5,-0.5,-2,-4,-0.4,-0.7
COC(=O)c1nn(-c2ccc(-c3ccccc3)cc2)cc1O,-3,3.5,-9,8.3*,4.5,-14,-3.3,5,-86,14*,0.8
O=C(COC(=O)c1ccc(Cl)nc1)Nc1ccc(N2CCCCC2)cc1,2,0.2,-1,0.0,0.0,3,0.7,-2,-3,6.3,-0.7
COC(=O)[C@@]12CCCCN1[C@H](c1ccc(-c3ccccc3)cc1)[C@H]1C(=O)N(C)C(=O)[C@H]12,-1,0.1,-8,-1.1,0.6,-2,1.2,-3,9,0.8,-1.4
C[C@H](OC(=O)N1CCN(C(c2ccccc2)c2ccccc2)CC1)[C@@H]1O[C@@]2(C)CCC[C@H]1O2,-1,-0.2,5,-1.2,0.3,-7,0.2,3,12,-2.9,-1.5
Cc1ccc(C(=O)N2CCN(c3ncc(C(F)(F)F)cc3Cl)CC2)s1,-2,-1.3,-4,-2.4,1.9,1,-1.0,-3,-7,0.4,-1.6
CCCc1nc2sc3c(c2c(=O)n1NC(=O)c1ccco1)CC(C)(C)OC3,-1,0.0,2,-1.2,2.7,-6,0.3,-4,-5,-0.8,-1.6
CCC(=O)Nc1cc2[nH]c(=O)cc(C)c2cc1C,-4,0.7,-2,0.8,0.8,5,1.0,0,-171,-0.6,-0.7

# High-throughput results from PubChem BioAssay.

# Outcome played no part in choosing rows; 6.6% or so of the library scored in one or more.
